ssDAF12 agonist: S. stercoralis DAF-12 nuclear receptor activators, primary screen, cell-based, luminescence, HEK293, GRIP1 co-expression, lit1-tk-luc; AID 652126, 2013; activation, % at 6.8 µM; Nuclear hormone receptor DAF-12 (Strongyloides stercoralis); HEK293 ssDAF-12/GRIP1 lit1-tk-luc reporter; % of 3 µM dafachronic acid response; 370,000 compounds, 1% hits;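 active = activation above the mean over all tested compounds plus 3 SD, cut at about 0.9% in these data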;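 also: 0% = DMSO-only wells and 100% = 3 µM delta7-dafachronic acid wells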
NPR1 activator: GC-A stimulated cGMP production enhancers – HEK293 GC-A cells, cGMP TR-FRET, EC30 ANP, primary screen; 0% at EC30 ANP, 100% saturating ANP; AID 1671463, 2021; Atrial natriuretic peptide receptor 1 (Homo sapiens), P16066; activation, % at 10 µM; 370,000 compounds, 0.14% hits; in the data active = activation above about 40%
DAX1 inh-1: DAX1 (NR0B1) inhibitors on StAR promoter, primary screen, cell-based, luminescence, SF-1 (NR5A1), full-length DAX-1; HEK293T StAR-luciferase reporter, SF-1/DAX-1 repression relief; inhibition, % at 6.8 µM; 370,000 compounds, 1.1% hits; AID 652010, 2013;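 active = inhibition above the mean over all tested compounds plus 3 SD, cut at about 3.6% in these data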;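 also: 0% = DAX-1 cells with DMSO and 100% = cells lacking DAX-1 with DMSO; higher inhibition means more luminescence from relief of DAX-1 repression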
SMARCA2 act: SMARCA2 (BRM) function activators, primary screen, cell-based, luminescence, high throughput; MG213 cells, MMTV-luciferase reporter, dexamethasone, overnight; activation, % at 9.1 µM; 370,000 compounds, 1% hits; in the data active = activation above about 7.8%;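 also: 0% = vehicle wells and 100% = reference activator wells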
DAX1 inh-2: DAX1 (NR0B1) inhibitors, primary screen, cell-based, HEK293, Gal4-DAX1, luciferase luminescence. HEK293 Gal4-DAX1 luciferase reporter. inhibition, % at 6.75 µM. 340,000 compounds, 0.99% hits. AID 504766, 2011. Nuclear receptor subfamily 0 group B member 1 (Homo sapiens), P51843;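 active = inhibition above the mean over all tested compounds plus 3 SD, cut at about 4.2% in these data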;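 also: 0% = DAX1-transfected cells with DMSO and 100% = empty-vector control cells with DMSO; inhibition shows as a rise in luminescence from relieved DAX1 repression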
hgDAF-12 ag: H. glycines DAF-12 receptor agonists, primary screen, cell-based, luminescence, HEK293, GAL4 fusion, UAS-luciferase. Nuclear hormone receptor DAF-12 (Heterodera glycines), GAL4 fusion. HEK293 GAL4-hgDAF12 UAS-luciferase reporter, agonist luminescence; normalized to butyrate control. activation, % at 6.8 µM. 370,000 compounds, 1.8% hits;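 active = activation above a cutoff set at the mean of all screened compounds plus 3 SD, cut at about 10% in these data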;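 also: 0% = DMSO wells and 100% = sodium butyrate wells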
ADAM10 inh: human ADAM10 inhibitors, primary screen, biochemical, QFRET, HTS; recombinant ADAM10, EDANS/DABCYL FRET peptide cleavage, 3 h; AID 720582, 2013; inhibition, % at 7 µM; 370,000 compounds, 0.62% hits;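 active = inhibition above a per-campaign cutoff equal to the mean of compounds falling between control-based bounds plus 3 SD, cut at about 20% in these data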;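 also: 0% = DMSO wells while the 100% control is not disclosed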
hcDAF12 agonist: H. contortus DAF-12 nuclear receptor activators, primary screen, cell-based, luminescence, HEK293, lit1-tk-luc reporter; activation, % at 6.8 µM; HEK293 hcDAF-12 lit1-tk-luc reporter; 0% DMSO, 100% Δ7-dafachronic acid; 370,000 compounds, 1.4% hits; AID 652067, 2013;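 active = activation above the mean of all tested compounds plus 3 SD, cut at about 5.5% in these data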;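 also: 100% = response to 3 µM Δ7-dafachronic acid high control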
sPLA2-III inh: human group III sPLA2 inhibitors, primary screen, biochemical, QFRET, BODIPY PC-A2 liposome substrate | Group 3 secretory phospholipase A2 (Homo sapiens), Q9NZ20 | QFRET BODIPY PC-A2 liposome hydrolysis, fluorescence | inhibition, % at 12.2 µM | 370,000 compounds, 0.56% hits | AID 743126, 2013;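 active = inhibition above mean plus 3 SD of compounds lying within the high and low control bounds, cut at about 19% in these data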;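 also: 0% = median of test compound wells and 100% = no enzyme DMSO wells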
FXN GAA850 act: FXN promoter activators, primary screen, cell-based, luciferase luminescence, HEK293 lucGAA850; HEK293 lucGAA850 FXN promoter luciferase reporter, 24 h; percent of 10 µM SAHA response; 360,000 compounds, 0.56% hits; activation, % at 6 µM;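 active = activation above the average of all compounds screened plus 3 SD, cutoff fixed separately per campaign, cut at about 7.5% in these data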;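 also: 0% = DMSO wells and 100% = 10 µM SAHA wells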
NPR2 activator: human GC-B receptor activators, primary screen, HEK293 GC-B cells, cGMP TR-FRET, EC30 CNP. Atrial natriuretic peptide receptor 2 (Homo sapiens), P20594. activation, % at 10 µM. 370,000 compounds, 0.11% hits. 0% at EC30 CNP, 100% saturating CNP;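 active = activation at 10 µM reaching about 35% in either raw or pattern-adjusted values, limit read from the data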
Target sequence (P20594 whole entry, looked up): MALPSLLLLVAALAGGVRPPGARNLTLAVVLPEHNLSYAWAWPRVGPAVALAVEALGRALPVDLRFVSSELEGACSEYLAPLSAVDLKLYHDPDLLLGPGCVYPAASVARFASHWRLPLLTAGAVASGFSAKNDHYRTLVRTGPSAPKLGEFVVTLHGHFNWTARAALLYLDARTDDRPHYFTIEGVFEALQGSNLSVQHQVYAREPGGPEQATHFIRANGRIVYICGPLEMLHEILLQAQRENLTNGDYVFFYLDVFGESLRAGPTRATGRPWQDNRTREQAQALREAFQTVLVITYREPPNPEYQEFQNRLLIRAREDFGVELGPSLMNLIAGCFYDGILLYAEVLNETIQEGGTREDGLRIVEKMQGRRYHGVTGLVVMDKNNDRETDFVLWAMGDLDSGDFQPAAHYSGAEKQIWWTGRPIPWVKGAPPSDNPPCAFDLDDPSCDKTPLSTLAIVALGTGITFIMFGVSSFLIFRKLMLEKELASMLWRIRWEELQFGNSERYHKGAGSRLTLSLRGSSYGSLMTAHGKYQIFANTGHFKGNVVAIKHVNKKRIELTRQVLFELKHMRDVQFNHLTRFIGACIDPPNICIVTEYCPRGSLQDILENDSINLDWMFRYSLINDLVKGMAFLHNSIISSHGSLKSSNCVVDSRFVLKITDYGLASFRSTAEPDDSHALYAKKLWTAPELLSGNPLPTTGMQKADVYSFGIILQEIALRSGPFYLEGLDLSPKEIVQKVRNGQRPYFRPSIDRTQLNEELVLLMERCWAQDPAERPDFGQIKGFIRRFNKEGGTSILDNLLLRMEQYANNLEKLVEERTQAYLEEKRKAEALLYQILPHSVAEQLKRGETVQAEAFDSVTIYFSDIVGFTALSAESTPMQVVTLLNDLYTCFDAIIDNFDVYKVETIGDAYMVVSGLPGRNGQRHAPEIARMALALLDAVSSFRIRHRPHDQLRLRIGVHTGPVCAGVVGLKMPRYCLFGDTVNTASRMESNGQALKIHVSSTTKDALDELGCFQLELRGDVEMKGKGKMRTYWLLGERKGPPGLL
An asterisk follows results filed as active.

How did CCOc1nc(NCCO)nc(Nc2cc(Cl)ccc2OC)n1 do in these assays?
ssDAF12 agonist: -0.9; NPR1 activator: -9; DAX1 inh-1: -0.3; SMARCA2 act: 2; DAX1 inh-2: 4.2; hgDAF-12 ag: -3.8; ADAM10 inh: 1; hcDAF12 agonist: -0.4; sPLA2-III inh: 0; FXN GAA850 act: 0.8; NPR2 activator: -1

What do the screens show for `CCN(C(=O)c1ccc2c(OC)n(CC)nc2c1)c1ccc(OC)cc1`?
ssDAF12 agonist: -1.3; NPR1 activator: 4; DAX1 inh-1: 0.5; SMARCA2 act: 1; DAX1 inh-2: 0.5; hgDAF-12 ag: 1.1; ADAM10 inh: inactive; hcDAF12 agonist: -1.2; sPLA2-III inh: 4; FXN GAA850 act: -0.8; NPR2 activator: 6

What do the screens show for `O=C1CN(c2ccccc2)C(=S)N1C(=O)c1ccc(Br)cc1`?
ssDAF12 agonist: 0.7; NPR1 activator: 1; DAX1 inh-1: 1.9; SMARCA2 act: 8.8*; DAX1 inh-2: 7.7*; hgDAF-12 ag: 14*; ADAM10 inh: 3; hcDAF12 agonist: 3.8; sPLA2-III inh: -10; FXN GAA850 act: 4.9; NPR2 activator: 2

How did C=C(C)CSc1nnc([C@@H]2CCCN2C(=O)OC(C)(C)C)o1 do in these assays?
ssDAF12 agonist: -1.4; NPR1 activator: 2; DAX1 inh-1: -0.1; SMARCA2 act: -1; DAX1 inh-2: 0.7; hgDAF-12 ag: -1.1; ADAM10 inh: -1; hcDAF12 agonist: -1.6; sPLA2-III inh: 4; FXN GAA850 act: -0.1; NPR2 activator: -2

What do the screens show for `CCOC(=O)C(=CNc1ccc(Oc2cncc(Cl)c2)nc1)C(=O)OCC`?
ssDAF12 agonist: -1.4; NPR1 activator: -1; DAX1 inh-1: -0.5; SMARCA2 act: -5; DAX1 inh-2: 1.0; hgDAF-12 ag: 2.4; ADAM10 inh: 0; hcDAF12 agonist: -0.4; sPLA2-III inh: 5; FXN GAA850 act: 1.6; NPR2 activator: 0

How did Cn1c(CCCNC(=O)c2cccs2)nc2ccccc21 do in these assays?
ssDAF12 agonist: -0.1; NPR1 activator: -4; DAX1 inh-1: 0.8; SMARCA2 act: -1; DAX1 inh-2: 0.3; hgDAF-12 ag: 0.0; ADAM10 inh: -6; hcDAF12 agonist: -1.5; sPLA2-III inh: 1; FXN GAA850 act: -0.3; NPR2 activator: -1

What do the screens show for `Cc1nnsc1C(=O)N/N=C/c1c(F)cccc1Cl`?
ssDAF12 agonist: -1.3; NPR1 activator: 2; DAX1 inh-1: 0.1; SMARCA2 act: -1; DAX1 inh-2: -0.7; hgDAF-12 ag: -0.7; ADAM10 inh: 1; hcDAF12 agonist: 0.7; sPLA2-III inh: -2; FXN GAA850 act: 0.8; NPR2 activator: 3

How did Cc1ccc(C(=O)NCCCc2ccccc2)s1 do in these assays?
ssDAF12 agonist: -0.3; NPR1 activator: 3; DAX1 inh-1: 1.5; SMARCA2 act: 2; DAX1 inh-2: 3.0; hgDAF-12 ag: 9.6; ADAM10 inh: -7; hcDAF12 agonist: 6.2*; sPLA2-III inh: 14; FXN GAA850 act: 2.5; NPR2 activator: -1

What do the screens show for `CC1=C(C(=O)N2CCCCCC2)CC(CC(=O)NCCc2ccccn2)C(=O)N1Cc1ccc(F)cc1` (centres undefined)?
ssDAF12 agonist: 0.0; NPR1 activator: -1; DAX1 inh-1: -0.1; SMARCA2 act: -1; hgDAF-12 ag: -4.1; ADAM10 inh: -8; hcDAF12 agonist: 1.6; sPLA2-III inh: -2; NPR2 activator: -10

How did COc1cc(C2NC(=S)NC3=C2CCc2ccccc23)cc(OC)c1OC (centres undefined) do in these assays?
ssDAF12 agonist: -1.6; NPR1 activator: 0; DAX1 inh-1: -0.1; SMARCA2 act: -2; DAX1 inh-2: -1.0; hgDAF-12 ag: -3.9; ADAM10 inh: -3; hcDAF12 agonist: 1.1; sPLA2-III inh: 18; FXN GAA850 act: 0.9; NPR2 activator: 4

How did O=C(CSc1nnc(CNC(=O)c2c(F)cccc2F)o1)NCCc1ccccc1 do in these assays?
ssDAF12 agonist: -1.1; NPR1 activator: 0; DAX1 inh-1: -1.1; SMARCA2 act: -3; DAX1 inh-2: -0.4; hgDAF-12 ag: 3.2; ADAM10 inh: -11; hcDAF12 agonist: -1.8; sPLA2-III inh: -1; FXN GAA850 act: -0.2; NPR2 activator: -1

How did Fc1ccc(Oc2cnc3ccccc3n2)cc1 do in these assays?
ssDAF12 agonist: -0.9; NPR1 activator: 5; DAX1 inh-1: -0.3; SMARCA2 act: 1; DAX1 inh-2: -0.1; hgDAF-12 ag: 4.6; ADAM10 inh: -3; hcDAF12 agonist: 4.5; sPLA2-III inh: 3; FXN GAA850 act: 0.3; NPR2 activator: -4

What do the screens show for `O=C(CC(=O)Nc1cccnc1)Nc1cccnc1`?
ssDAF12 agonist: -1.6; NPR1 activator: 9; DAX1 inh-1: -0.3; SMARCA2 act: 1; DAX1 inh-2: -0.6; hgDAF-12 ag: -3.0; ADAM10 inh: -9; hcDAF12 agonist: 0.9; sPLA2-III inh: 1; FXN GAA850 act: 2.1; NPR2 activator: 2

Results for O=C(c1ccc(NS(=O)(=O)c2ccc3[nH]c(=O)[nH]c3c2)cc1)N1CCCCC1 ?
ssDAF12 agonist: -0.5; NPR1 activator: -2; DAX1 inh-1: 0.7; SMARCA2 act: 0; DAX1 inh-2: 0.7; hgDAF-12 ag: 2.0; ADAM10 inh: -11; hcDAF12 agonist: -0.9; sPLA2-III inh: 12; FXN GAA850 act: 2.2; NPR2 activator: 2

How did CC(C)CNC(=O)COC(=O)CCC(=O)c1ccc(F)cc1 do in these assays?
ssDAF12 agonist: -1.1; NPR1 activator: 1; DAX1 inh-1: 0.5; SMARCA2 act: -3; DAX1 inh-2: 0.7; hgDAF-12 ag: -1.9; ADAM10 inh: -1; hcDAF12 agonist: -0.5; sPLA2-III inh: 0; FXN GAA850 act: 2.8; NPR2 activator: -2

How did O=C(Nc1ccc(S(=O)(=O)Nc2cnc3ccccc3n2)cc1)c1ccc(Br)o1 do in these assays?
ssDAF12 agonist: -2.0; NPR1 activator: 6; DAX1 inh-1: 0.5; SMARCA2 act: -1; DAX1 inh-2: -0.2; hgDAF-12 ag: -1.2; ADAM10 inh: -38; hcDAF12 agonist: -2.1; sPLA2-III inh: -25; FXN GAA850 act: -0.3; NPR2 activator: 4

Results for N#Cc1c(Nc2ccccc2)s[nH]c1=O ?
ssDAF12 agonist: -0.8; NPR1 activator: 2; DAX1 inh-1: -0.2; SMARCA2 act: 0; DAX1 inh-2: -1.8; hgDAF-12 ag: -1.8; ADAM10 inh: -7; hcDAF12 agonist: -1.0; sPLA2-III inh: -1; FXN GAA850 act: -1.3; NPR2 activator: 3

Results for COc1cc(C(=O)NCCc2ccc(F)cc2)c([N+](=O)[O-])cc1OC ?
ssDAF12 agonist: -0.7; NPR1 activator: 2; DAX1 inh-1: 0.1; SMARCA2 act: -3; DAX1 inh-2: -0.2; hgDAF-12 ag: -0.8; ADAM10 inh: 1; hcDAF12 agonist: 3.5; sPLA2-III inh: -2; FXN GAA850 act: 1.1; NPR2 activator: 2

How did CC1CN(C(=O)c2ccc(S(=O)(=O)Nc3ccccc3Cl)cc2)CC(C)O1 (centres undefined) do in these assays?
ssDAF12 agonist: -0.6; NPR1 activator: 0; DAX1 inh-1: 0.6; SMARCA2 act: -2; DAX1 inh-2: 0.1; hgDAF-12 ag: -1.6; ADAM10 inh: 5; hcDAF12 agonist: 1.4; sPLA2-III inh: -9; FXN GAA850 act: -0.4; NPR2 activator: 6

How did CSc1ccc(CNC(=O)C2(C)CCCN(C(C)=O)C2)cc1 (centres undefined) do in these assays?
ssDAF12 agonist: -1.0; NPR1 activator: -1; DAX1 inh-1: 0.6; SMARCA2 act: -6; hgDAF-12 ag: -3.1; ADAM10 inh: 3; hcDAF12 agonist: 0.4; sPLA2-III inh: 16; FXN GAA850 act: -0.6; NPR2 activator: 0

How did CCOc1ccc(-c2c(C(=O)N/N=C/c3ccc(Cl)cc3)nnn2-c2nonc2N)cc1 do in these assays?
ssDAF12 agonist: -1.6; NPR1 activator: -5; DAX1 inh-1: 0.1; SMARCA2 act: -2; DAX1 inh-2: 0.2; hgDAF-12 ag: 3.0; ADAM10 inh: 9; hcDAF12 agonist: -0.7; sPLA2-III inh: -16; FXN GAA850 act: -2.2; NPR2 activator: 0

How did Cc1ccccc1CN1[C@@H](C(C)C)COCCS1(=O)=O do in these assays?
ssDAF12 agonist: -1.2; NPR1 activator: -1; DAX1 inh-1: -0.1; SMARCA2 act: 0; DAX1 inh-2: -0.1; hgDAF-12 ag: -0.7; ADAM10 inh: 4; hcDAF12 agonist: -0.7; sPLA2-III inh: 6; FXN GAA850 act: -0.7; NPR2 activator: 0

Results for Nc1c(C(=O)c2cccs2)oc2ccccc12 ?
ssDAF12 agonist: -0.4; NPR1 activator: -2; DAX1 inh-1: 0.7; SMARCA2 act: 3; DAX1 inh-2: 0.8; hgDAF-12 ag: 6.6; ADAM10 inh: -7; hcDAF12 agonist: 6.1*; sPLA2-III inh: 4; FXN GAA850 act: 3.6; NPR2 activator: 2

Results for Cc1cc(C)c(C)c(S(=O)(=O)N(C)C2CCN(C)CC2)c1C ?
ssDAF12 agonist: -0.4; NPR1 activator: 3; DAX1 inh-1: -0.2; SMARCA2 act: -2; DAX1 inh-2: 0.6; hgDAF-12 ag: 0.2; ADAM10 inh: -6; hcDAF12 agonist: 0.2; sPLA2-III inh: -16; FXN GAA850 act: 2.1; NPR2 activator: -4

What do the screens show for `CCNC(=S)N1CCN(S(=O)(=O)c2ccc(C)cc2)CC1`?
ssDAF12 agonist: -1.0; NPR1 activator: 1; DAX1 inh-1: -0.7; SMARCA2 act: -2; DAX1 inh-2: -1.4; hgDAF-12 ag: 0.8; ADAM10 inh: 8; hcDAF12 agonist: -0.8; sPLA2-III inh: 11; FXN GAA850 act: 1.3; NPR2 activator: 4

How did Cc1cc(OCC(=O)NCCc2cccc(F)c2)c2c(C)cc(=O)oc2c1 do in these assays?
ssDAF12 agonist: -1.6; NPR1 activator: -4; DAX1 inh-1: 1.3; SMARCA2 act: -1; DAX1 inh-2: 0.3; hgDAF-12 ag: -0.6; ADAM10 inh: -56; hcDAF12 agonist: 0.0; sPLA2-III inh: 4; FXN GAA850 act: 1.7; NPR2 activator: -11

Compound activity deposited in PubChem BioAssay by several laboratories.
